Compound activity as filed in PubChem BioAssay.
NFkB transloc pot: enhances IL-1B driven NFkB nuclear translocation. HUVEC IL-1B NFkB p65 nuclear translocation imaging. activation, % at 2 µM. hit rate 0.3% among 94,000. AID 819;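 active = activation above 40%, about the mean plus 3 SD, also judged a hit on visual image review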;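 note: percent activation is computed from the nuclear over cytoplasmic p65 intensity ratio; values of inactives mirror those of a sister screen read the other way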
PLAP inhibition: PLAP enzyme inhibitors, biochemical, luminescence, HTS (AID 690). purified PLAP, luminescent substrate; higher % means a stronger effect. inhibition, % at 20 µM; hits with a dose series show IC50 in µM. hit rate 0.08% among 96,000; in the data active = a potency from the dose series; inactive = the rest, 99 in 100 with inhibition below about 30%; note: strong numbers were not always called active
Bcl-B displacement: displacers of TR3 peptide from Bcl-B, primary screen, selectivity assay for Bfl-1 inhibitor project, biochemical, fluorescence polarization; FP displacement of FITC-TR3 peptide from Bcl-B; higher % means a stronger effect; displacement, % at 20 µM, or IC50 in µM where a hit was titrated; hit rate 0.11% among 96,000;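 active = displacement above 50% at 20 µM plus a fluorescence interference ratio under 1.5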;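 note: plate controls were wells without compound for no effect and wells lacking Bcl-B protein for full effect; a part of the inactive calls stands beside numbers as strong as those of hits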
NFkB transloc inh: blocks IL-1B driven NFkB nuclear translocation in HUVEC cells; HUVEC IL-1B NFkB p65 nuclear translocation imaging; inhibition, % at 2 µM; hit rate 0.43% among 94,000; AID 796;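 active = inhibition above about 30% together with a positive call from visual inspection of the well image, limit read from the data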;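 note: nuclear over cytoplasmic p65 intensity ratio measured by imaging; 0% = IL-1B stimulated DMSO wells and 100% = unstimulated DMSO wells; values of inactives mirror those of a sister screen read the other way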
MRP resist rev: reverses drug resistance mediated by MRP | H69AR cells + 2 uM doxorubicin, CellTiter-Glo, 72 h | differential viability (reversal), % at 10 µM | hit rate 0.04% among 85,000;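 active = viability drop by adding the cancer drug above about 55%, with treated viability meeting a 40% cutoff, limit read from the data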;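 note: viability without doxorubicin minus viability with 2 µM doxorubicin for each compound; larger differential means the compound sensitizes cells more to doxorubicin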
MRP resist rev cytotoxicity: second read-out of MRP resist rev, no call of its own (marks repeat the call); viability, %; H69AR cells, CellTiter-Glo, 72 h; measured here: cytotoxicity without doxorubicin
MRP resist rev with doxorubicin: further read-out of MRP resist rev, marked with its call; viability, %; measured here: viability with 2 uM doxorubicin; hits give low values
NFkB transloc inh cell count 2 µM: further read-out of NFkB transloc inh, marked with its call; cell count; measured here: cells passing quality filter;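 raw number of nuclei counted in each imaged well without normalization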
NFkB transloc pot cell count 2 µM: also measured in NFkB transloc pot; calls as there; cell count; measured here: cells passing quality filter
The depositor's hits bear a star; nt = no result given.

SMILES	NFkB transloc pot	NFkB transloc pot cell count 2 µM	PLAP inhibition	Bcl-B displacement	NFkB transloc inh	NFkB transloc inh cell count 2 µM	MRP resist rev	MRP resist rev cytotoxicity	MRP resist rev with doxorubicin
CC(C)OC(=O)CSc1nc2cccnc2n1-c1ccc(F)cc1	1.8	168	-4.4%	-4.5%	-1.8	168	5.5	89.9	84.4
COc1ccc(Cl)cc1S(=O)(=O)N1CCN(c2ccc(F)cc2)CC1	0.2	157	-47.3%	-6.2%	-0.2	157	13.9	86.1	72.2
O=C1OC(C(=O)Nc2nccs2)Cc2ccccc21 (stereo unspecified)	-4.5	173	-4.2%	24.5%	4.5	173	nt	nt	nt
O=C(c1cccnc1)N1CCN(S(=O)(=O)c2ccc(S(=O)(=O)N3CCCC3)cc2)CC1	-2.2	39	13.7%	-17.0%	2.2	39	4.5	95.0	90.6
O=C1CC(=O)N(Cc2ccco2)C(=O)N1	nt	nt	-0.4%	0.0%	nt	nt	nt	nt	nt
Cc1ccc(NC(=O)CCC(=O)NNC(=O)c2cccs2)cc1C	-2.4	208	-98.3%	9.7%	2.4	208	nt	nt	nt
COc1ccc(N2CCN(C(=O)c3ccc(OCC4CCCO4)cc3)CC2)cc1 (stereo unspecified)	-6.6	112	-31.0%	12.1%	6.7	112	19.8	98.6	78.8
Cc1cc(S(=O)(=O)Nc2ccc3ccccc3c2)c(C)s1	1.4	156	-0.7%	-15.0%	-1.4	156	-29.2	12.5	41.7
O=S(=O)(c1ccccc1)N1CCN(Cc2cccc(Cl)c2)CC1	8.5	153	17.8%	-7.0%	-8.5	153	-0.1	88.3	88.4
O=C(CSc1nnc(-c2ccccn2)n1Cc1ccccc1)Nc1ccc2c(c1)OCO2	1.4	113	-2.9%	-10.6%	-1.5	113	-9.6	14.5	24.1
O=C(CN(c1ccc2c(c1)OCCO2)S(=O)(=O)c1ccccc1)Nc1ccc2c(c1)OCO2	3.5	116	8.4%	11.0%	-3.5	116	23.7	71.2	47.5
CCn1c(SCC(=O)Nc2ccc3c(c2)OCO3)nc2c1c(=O)n(C)c(=O)n2C	18.8	134	12.3%	-0.8%	-18.8	134	10.8	84.6	73.8
O=c1cc(N2CCN(c3ccccc3F)CC2)[nH]c(=O)n1-c1ccc(Br)cc1	13.2	181	nt	nt	-13.2	181	8.8	95.3	86.6
Cc1nc2ccc(NC(=O)Cc3ccsc3)cc2s1	25.9	160	19.0%	0.8%	-25.9	160	9.3	89.8	80.5
COc1cccc(-n2nnnc2S(C)(=O)=O)c1	-12.0	69	8.9%	-15.4%	12.0	69	0.5	1.1	0.6
CCc1nc2ccc(C)cc2c(C(=O)NC2CCCCC2C)c1C (stereo unspecified)	1.3	141	-19.3%	-4.8%	-1.3	141	nt	nt	nt
O=c1[nH]ncc2c3ccccc3n(Cc3ccccc3)c12	-15.1	109	9.5%	-11.1%	15.1	109	nt	nt	nt
C=CCc1c(C)nn(CC(=O)O)c1-c1ccccc1	nt	nt	-34.4%	1.0%	nt	nt	-0.1	93.0	93.1
O=C(c1ccccc1F)N1CCN(Cc2cccc(Cl)c2)CC1	-1.0	149	nt	nt	1.0	149	16.1	101.9	85.8
COCCn1c(-c2ccccc2)nc2oc3cc(OC)ccc3c(=O)c2c1=O	7.8	161	4.8%	-1.2%	-7.8	161	10.5	90.4	79.8
CCOC(=O)c1sc(NC(=O)c2ccco2)nc1-c1ccccc1	-11.8	187	-19.7%	-4.2%	11.8	187	-4.8	79.0	83.8
COc1cccc(CNC(=O)C2CCCN(S(=O)(=O)c3cnc[nH]3)C2)c1 (stereo unspecified)	-3.6	161	-16.0%	-11.8%	3.6	161	4.6	95.5	90.9
Cc1ccc(S(=O)(=O)NCC(=O)N2CCCC2)cc1	11.2	188	11.6%	-14.5%	-11.2	188	-0.3	102.0	102.3
CCOC(=O)c1oc2cc(O)c(CC)cc2c(=O)c1-c1ccc2c(c1)OCCO2	nt	nt	-14.0%	2.0%	nt	nt	-27.2	51.6	78.9
CN(/C=C/C(=O)C(F)(F)F)Cc1ccccc1	11.9	153	10.1%	11.1%	-11.9	153	nt	nt	nt

Further compounds follow:
SMILES	NFkB transloc pot	NFkB transloc pot cell count 2 µM	PLAP inhibition	Bcl-B displacement	NFkB transloc inh	NFkB transloc inh cell count 2 µM	MRP resist rev	MRP resist rev cytotoxicity	MRP resist rev with doxorubicin
COC(=O)CC1C(=O)NCCN1C(=O)c1ccccc1 (stereo unspecified)	20.3	112	-2.3%	3.9%	-20.3	112	15.4	111.6	96.2
CCCCn1c(SCC(=O)NCC2CCCO2)nc2ccc(N3CCOCC3)cc2c1=O (stereo unspecified)	nt	nt	-68.2%	13.9%	nt	nt	8.0	87.3	79.4
COc1ccc(C2/C(=C(\O)c3ccc4c(c3)OCCO4)C(=O)C(=O)N2CCCN(C)C)cc1 (stereo unspecified)	8.1	66	-30.8%	5.7%	-8.1	66	-12.8	104.9	117.7
Cc1c(Cl)cccc1NC(=O)COc1ccc(S(=O)(=O)N2CCOCC2)cc1	-0.2	173	-1.9%	6.5%	0.2	173	-12.4	79.5	91.9
c1ccc(-c2nc(NCCCN3CCOCC3)c3ccccc3n2)cc1	8.9	160	-9.4%	-0.5%	-8.9	160	-9.6	26.3	35.9
CCOc1ccc(N(Cc2cc3cc(OC)ccc3[nH]c2=O)C(=O)C2CCCO2)cc1 (stereo unspecified)	14.0	88	-19.3%	0.9%	-14.0	88	-3.3	88.3	91.6
COc1ccc(N(CC(=O)NCCSC(C)(C)C)S(C)(=O)=O)c(OC)c1	4.6	109	-38.0%	0.8%	-4.6	109	-8.8	101.4	110.2
COc1cc(NS(C)(=O)=O)c(OC)cc1NC(=O)c1ccccc1	-1.4	141	7.3%	13.3%	1.4	141	7.6	87.8	80.2
Cc1ccccc1CN(c1ccc(C(=O)NCCC2=CCCCC2)cc1)S(C)(=O)=O	nt	nt	-2.5%	-11.4%	nt	nt	21.2	98.7	77.5
CCCCOC(=O)Nc1ccc(C(=O)OC)cc1	2.0	139	11.4%	-10.9%	-2.0	139	-8.7	98.9	107.6
O=C(CNS(=O)(=O)c1cccs1)N1CCc2ccccc2C1	-5.7	194	0.9%	-26.9%	5.7	194	9.5	96.8	87.4
Cc1cc(C)c2nc(NC3=NCN(CCN4CCOCC4)CN3)nc(C)c2c1	nt	nt	-30.4%	-3.0%	nt	nt	nt	nt	nt
COc1ccc(C2SCC(=O)N2CC23CC4CC(CC(C4)C2)C3)cc1 (stereo unspecified)	10.6	153	-18.6%	-6.6%	-10.6	153	24.9	93.1	68.1
O=C(COC(=O)c1ccccn1)Nc1ccc(S(=O)(=O)N2CCOCC2)cc1	-4.7	155	-15.4%	1.6%	4.7	155	-9.6	88.7	98.3
CCN1C2=NCCCN2c2ccccc21	8.8	53	14.2%	0.3%	-8.8	53	-11.3	93.5	104.9
O=C(CSc1ncn[nH]1)c1ccco1	-9.0	146	nt	nt	9.0	146	-7.7	99.8	107.5
Cc1ccc(-c2nnn(Cc3nc4ccccc4s3)n2)cc1	nt	nt	-25.0%	-6.5%	nt	nt	7.0	104.3	97.3
CCN(CCCNC(=O)CC1Oc2ccc(C)cc2NC1=O)Cc1ccccc1 (stereo unspecified)	nt	nt	-53.1%	-3.2%	nt	nt	-6.1	85.3	91.5
CC(C)(C)OC(=O)NCC(=O)N1CCC(C(=O)O)CC1	1.7	148	16.3%	2.9%	-1.7	148	-13.5	91.0	104.5
CCc1nnc(NC(=O)C2Cc3ccccc3CN2S(=O)(=O)c2ccc(C)cc2)s1 (stereo unspecified)	-14.6	162	-18.8%	-12.6%	14.6	162	-22.1	55.9	78.0
COCCn1nnnc1CN1CCN(c2cccc(C(F)(F)F)c2)CC1	3.4	134	-52.7%	11.9%	-3.4	134	10.3	104.7	94.5
CC/C(O)=C(\C#N)c1nnc2n1CCCCC2	-6.3	157	-15.6%	-1.9%	6.3	157	18.3	104.1	85.9
O=C(Nc1ccccc1)c1ccc(NCC2CCCO2)c(S(=O)(=O)N2CCOCC2)c1 (stereo unspecified)	2.0	158	nt	nt	-2.0	158	4.5	79.8	75.3
O=C(CCCC(=O)OCC(=O)NC1CCCC1)Nc1ccccn1	32.8	129	17.7%	-5.7%	-32.8	129	-23.9	72.7	96.7
COc1ccc(/C(O)=C2\C(=O)C(=O)N(CCN(C)C)C2c2cccc(OC)c2OC)cc1Cl (stereo unspecified)	-4.6	80	-49.6%	-8.1%	4.6	80	0.0	100.9	100.9

The list goes on.
SMILES	NFkB transloc pot	NFkB transloc pot cell count 2 µM	PLAP inhibition	Bcl-B displacement	NFkB transloc inh	NFkB transloc inh cell count 2 µM	MRP resist rev	MRP resist rev cytotoxicity	MRP resist rev with doxorubicin
O=C(NCCCCCCNC(=O)NCc1ccco1)NCc1ccco1	22.3	177	-10.5%	9.7%	-22.3	177	22.1	105.3	83.2
Cc1ccc(C(=O)N2CCN(c3cc(=O)[nH]nc3-c3ccccc3)CC2)cc1	-1.8	133	-27.1%	4.3%	1.8	133	nt	nt	nt
COc1ccc(C(=O)CSc2nnc(C(CO)NC(=O)c3ccc(OC)cc3)n2C)cc1 (stereo unspecified)	-0.5	108	6.4%	-3.0%	0.5	108	0.4	96.8	96.4
CCCn1c(NCc2ccco2)nc2ccccc21	25.0	150	-5.9%	4.0%	-25.0	150	-3.0	96.9	99.9
CCOC(=O)c1cnc2sc3c(n2c1=O)CCCC3	-0.4	98	-13.5%	-20.2%	0.4	98	-6.2	75.8	82.0
O=C(CCc1ccccc1)Nc1nncs1	7.1	162	-31.7%	-2.9%	-7.1	162	5.8	89.3	83.6
Cn1c(-c2nonc2NC(=O)c2ccc(C(C)(C)C)cc2)nc2ccccc21	nt	nt	20.3%	-3.5%	nt	nt	-19.1	92.9	112.0
O=[N+]([O-])c1ccc2c(c1)C(N1CCOCC1)/C(=C/COc1ccc(F)cc1)O2 (stereo unspecified)	7.1	130	-38.6%	-19.4%	-7.1	130	nt	nt	nt
O=C1c2ccccc2-c2nc3ccccc3nc21	7.0	119	18.1%	9.6%	-7.0	119	3.8	78.5	74.8
O=C(Nc1ccc2c(c1)OCCO2)c1cc2sccc2n1Cc1ccc(F)cc1	-3.6	173	25.1%	-3.2%	3.6	173	-2.7	101.2	103.8
COc1cc(C(=O)NCC(c2cccnc2)N2CCN(c3ccccc3)CC2)cc(OC)c1OC (stereo unspecified)	-6.3	171	-34.6%	-1.5%	6.3	171	-1.6	79.1	80.7
CCc1cccc(OCCCCN(CC)CC)c1	nt	nt	19.4%	1.1%	nt	nt	-9.0	77.8	86.8
COc1ccc(S(=O)(=O)Nc2ccc3c(c2)OCO3)cc1	nt	nt	-7.8%	1.4%	nt	nt	-3.4	82.9	86.3
COc1cccc(C(=O)N(CN2CCCC2=O)c2cc(C)on2)c1	13.9	108	-27.6%	6.4%	-13.9	108	-3.9	86.6	90.5
CCOc1ccc(N2CC(C(=O)NCCc3ccc(OC)c(OC)c3)CC2=O)cc1 (stereo unspecified)	24.9	130	nt	nt	-24.9	130	8.5	103.9	95.4
Cn1c(=O)c2c(nc(Cl)n2Cc2ccncc2)n(C)c1=O	nt	nt	15.3%	-0.8%	nt	nt	-3.2	87.5	90.7
O=C(NCCNC(=O)C(c1ccccc1)c1ccccc1)c1ccco1	10.4	109	-0.3%	0.8%	-10.4	109	-5.5	89.3	94.8
CCSc1ccccc1C(=O)NCCCn1ccnc1	1.1	153	-4.0%	0.3%	-1.1	153	-0.8	113.6	114.4
O=C(c1ccc2c(c1)OCO2)N1CCN=C1SCc1ccccc1	nt	nt	-9.0%	-4.5%	nt	nt	14.1	98.3	84.3
O=C(CCN1C(=O)c2ccccc2C1=O)Nc1cccc(F)c1	nt	nt	13.6%	-0.8%	nt	nt	0.0	98.2	98.2

In a second layout: entries from further up
Compound | NFkB transloc pot | NFkB transloc pot cell count 2 µM | PLAP inhibition | Bcl-B displacement | NFkB transloc inh | NFkB transloc inh cell count 2 µM | MRP resist rev | MRP resist rev cytotoxicity | MRP resist rev with doxorubicin
Cc1nc2ccc(NC(=O)Cc3ccsc3)cc2s1 | 25.9 | 160 | 19.0% | 0.8% | -25.9 | 160 | 9.3 | 89.8 | 80.5
COc1cccc(-n2nnnc2S(C)(=O)=O)c1 | -12.0 | 69 | 8.9% | -15.4% | 12.0 | 69 | 0.5 | 1.1 | 0.6
CCc1nc2ccc(C)cc2c(C(=O)NC2CCCCC2C)c1C (stereo unspecified) | 1.3 | 141 | -19.3% | -4.8% | -1.3 | 141 | nt | nt | nt

A portion of the library; the hit share may differ from the screen's.
